Tau fibril ThT = inhibitors of human tau fibril formation, thioflavin T binding. P10636. recombinant tau K18 P301L, heparin-induced fibrillization, ThT fluorescence. Potency, µM (highest dose often 57.4 µM), for inactives: top-dose activity, negative = inhibition, actives largely listed as inhibitors. 270,000 tested, 2.1% active. AID 1460; note: nearly all actives have a fitted effect of over 55% in size
Target sequence (P10636 561-689 P618L limits assumed): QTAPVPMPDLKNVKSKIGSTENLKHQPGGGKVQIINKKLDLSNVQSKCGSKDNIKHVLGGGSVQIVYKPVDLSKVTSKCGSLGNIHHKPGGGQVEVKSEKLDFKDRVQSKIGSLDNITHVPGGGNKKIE
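Aggregation was driven by heparin (20 uM final) acting on recombinant tau […] bearing P301L in 100 mM sodium acetate pH 7; fibrils were detected with Thioflavin T.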
TR SRC2 fluor cs = alters Texas Red total fluorescence, flagging assay interference | TRb/SRC2 Texas Red total fluorescence interference | Potency, µM (titrated, usually from 106 µM), inactives show at the top dose fluorescence change, negative = quenching | 280,000 tested, 0.29% active; active = well fitted curve in either direction with a large enough effect; inconclusive = small, poorly fitted or top-dose-only effect
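Human TRb ligand-binding domain at 0.6 uM with 20 nM Texas Red SRC2 peptide in Tris buffer containing 1 uM T3 and 5% DMSO, incubated with compound 5 h at ambient temperature. Total fluorescence (555/632 nm) calculated as parallel + 2 × perpendicular.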
TRb SRC2 PPI = inhibitors of human thyroid hormone receptor beta-SRC2 interaction. TRbeta-SRC2 peptide binding, fluorescence polarization; receptor liganded with 1 µM T3. Potency, µM (top dose mostly 106 µM), for the others: top-dose activity change, negative = inhibition, most hits filed as inhibitors. 280,000 tested, 0.065% active. AID 1469;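 note: plate controls were bound peptide for no effect and peptide without receptor for full effect; nearly all actives have a fitted effect of over 50% in size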
Target sequence (P10828 whole entry, looked up): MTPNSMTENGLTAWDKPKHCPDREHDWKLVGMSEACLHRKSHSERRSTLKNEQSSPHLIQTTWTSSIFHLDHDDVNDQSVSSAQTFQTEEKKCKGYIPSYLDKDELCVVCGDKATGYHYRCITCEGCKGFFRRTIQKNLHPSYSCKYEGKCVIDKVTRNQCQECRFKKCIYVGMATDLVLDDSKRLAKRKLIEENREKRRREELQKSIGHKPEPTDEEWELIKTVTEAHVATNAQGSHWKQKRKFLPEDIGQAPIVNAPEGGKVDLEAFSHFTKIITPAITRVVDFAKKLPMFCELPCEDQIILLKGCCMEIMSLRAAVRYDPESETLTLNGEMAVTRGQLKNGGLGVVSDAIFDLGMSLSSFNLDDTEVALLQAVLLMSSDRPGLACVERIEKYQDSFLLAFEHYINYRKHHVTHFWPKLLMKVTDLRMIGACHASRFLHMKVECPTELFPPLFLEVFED
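Quantitative HTS by FP: 0.6 uM TRb LBD, 20 nM labeled SRC2 20-mer, 1 uM T3, 5% DMSO; 5 hr ambient incubation; % activity per concentration and potencies from concentration series.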
Tau FP inhib = inhibitors of human tau fibril formation; 280,000 tested, 0.39% active; AID 1468; Potency, µM (series often up to 57.7 µM), for inactives: top-dose activity, negative = inhibition, usual class: inhibitors; K18 P301L tau heparin fibrillization, Alexa594 FP, 6 h; P10636; note: nearly all actives have a fitted effect of over 55% in size
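Steps: dispense K18 P301L tau (15 uM plus 0.24 uM Alexa 594 tracer, final) in pH 7 sodium acetate; add compound; add heparin (20 uM final); incubate 6 hr, 37 C; add ThT (30 uM final); after 1 hr ambient, read FP.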
Tau fluor cs = counter-screen for tau fibril formation inhibitors | tau K18 P301L (four-repeat tau fragment) Alexa594 fluorescence, heparin fibrillization | Potency, µM (titrated, usually from 57.7 µM), inactives show top-dose activity change, negative = decrease | 280,000 tested, 0.93% active; note: nearly all actives have a fitted effect of over 55% in size
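Human K18 P301L tau (15 uM unlabeled plus 0.24 uM Alexa 594-labeled, final) in 100 mM sodium acetate pH 7 was mixed with compound and 20 uM heparin and incubated 6 hr at 37 C.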
L3MBTL1 inh = inhibitors of human L3MBTL1 | 230,000 tested, 0.66% active | Potency, µM (doses to about 57.1 µM), for the others: top-dose activity, negative = inhibition, usual class: inhibitors | AID 485360 | AlphaScreen L3MBTL1–H3K9me1 peptide binding | Q9Y468; note: nearly all actives have a fitted effect of over 60% in size
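L3MBTL1 50 nM + b-AHA-H3(1-15)K9me1 75 nM, 30 min RT; compound added, 30 min RT; streptavidin donor/Ni-chelate acceptor beads 10 ug/mL each final, 30 min RT dark; AlphaScreen read.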
GLA spleen mod = inhibitors or activators of human alpha-galactosidase in spleen homogenate; human spleen homogenate, 4MU-alpha-Gal fluorescence, 40 min; Potency, µM (highest dose often 80 µM), without a hit: at the top dose activity change, negative = inhibition, hits mostly inhibitors; 240,000 tested, 0.008% active; AID 2107;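 note: 0% = enzyme with vehicle and -100% = no enzyme basal signal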
Target sequence (P06280 32-429 limits assumed): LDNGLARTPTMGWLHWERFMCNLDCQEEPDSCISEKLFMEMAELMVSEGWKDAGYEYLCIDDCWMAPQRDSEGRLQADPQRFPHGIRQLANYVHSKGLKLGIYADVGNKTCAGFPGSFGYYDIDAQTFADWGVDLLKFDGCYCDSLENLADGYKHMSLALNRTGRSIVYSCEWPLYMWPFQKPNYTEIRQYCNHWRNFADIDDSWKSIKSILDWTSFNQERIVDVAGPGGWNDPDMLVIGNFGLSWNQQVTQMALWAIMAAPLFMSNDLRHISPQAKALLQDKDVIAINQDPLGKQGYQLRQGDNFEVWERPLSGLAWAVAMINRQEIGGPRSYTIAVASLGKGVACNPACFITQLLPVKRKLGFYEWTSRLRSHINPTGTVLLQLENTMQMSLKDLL
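Human spleen homogenate (1 ug) as enzyme source, 4-methylumbelliferyl-alpha-D-galactopyranoside 1 mM final, citrate/phosphate pH 5.0 with 0.01% Tween-20. Compounds 40 min at 37C, NaOH/glycine stop; fluorescence Ex 365/Em 440, Hill-fit AC50.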
ALDH1A1 block = inhibitors of human aldehyde dehydrogenase 1A1. 220,000 tested, 7.3% active. Purified ALDH1A1, NADH fluorescence, propionaldehyde substrate. P00352. AID 1030. Potency, µM (titrated, usually from 75.3 µM), without a hit: at the top dose activity, negative = inhibition, actives largely listed as inhibitors; active = well fitted inhibition curve with a large enough effect, not every such curve was filed as active; inconclusive = small, poorly fitted or top-dose-only effect, or another doubt; inactive = no such curve, though single readings can be large or run the other way;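 note: plate controls were no enzyme wells and a reference inhibitor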
* = called active by the depositor; u = inconclusive; x = not tested or not shown; [ ] = dose if it differs, or a comment. Unless noted, calls come from the whole dose curve; as a rule, active = well fitted curve in the direction sought with a large enough effect; inconclusive = small, poorly fitted or top-dose-only effect, or another doubt; inactive = no such curve, though single readings can be large; an effect the other way counts as inactive or inconclusive. Unless noted, % is set by controls: 0 for no effect and ±100 for the full control effect; potency is the fitted concentration of half-maximal effect.

SMILES	Tau fibril ThT	TR SRC2 fluor cs	TRb SRC2 PPI	Tau FP inhib	Tau fluor cs	L3MBTL1 inh	GLA spleen mod	ALDH1A1 block
CCOc1ccc(CN2CCN(Cc3ccsc3)C(CCO)C2)cc1CO (stereo unspecified)	-2%	-3%	3%	4%	3%	3%	-2%	-1%
COC(=O)CN(c1cc(C(F)(F)F)ccc1Cl)S(C)(=O)=O	u	1%	6%	-9%	-9%	5%	2%	-5%
Cc1cccc2c(=O)cc(CSc3ccccc3NC(=O)c3cccc(F)c3)[nH]c12	21%	-3%	-2%	-4%	-5%	x	x	x
CCCOc1ccc(Cc2c(COCC)[nH]c(=S)[nH]c2=O)cc1	-6%	-4%	6%	-16%	-12%	10%	-1%	u
O=C(NCc1ccccc1)N1CCOCC1	-5%	-2%	-2%	-1%	-5%	16%	0%	x
C/C(=C\C(=O)O)C(=O)Nc1nccs1	-10%	-2%	-9%	-14%	-5%	x	2%	3%
N#Cc1ccc(-c2cccnc2)nc1SCc1ccc(Cl)cc1Cl	-9%	2%	-5%	u	-27%	-2%	11%	u
Cc1cccc(C(=O)NCc2nnc(SCC(=O)NC(C)c3ccccc3)n2C)c1 (stereo unspecified)	3%	0%	3%	u	3%	4%	-1%	-1%
COC(=O)c1cnc(N2CCN(c3ccccc3F)CC2)c2ccccc12	u	-2%	-1%	-4%	-30%	x	x	x
O=C(Cn1cnc2c(nnn2-c2ccc(F)cc2)c1=O)N1CCCC1	-4%	3%	-19%	-9%	-1%	1%	6%	u
COc1ccccc1NC(=O)CSc1nnc(CCC(=O)Nc2ccccc2F)n1C	x	-6%	-2%	-8%	19%	x	-4%	x
COc1ccccc1CNC(=O)c1ccc(SC)cc1OC	-17%	0%	3%	1%	-9%	0%	-9%	-7%
CN(C)S(=O)(=O)c1cccc(NC(=O)c2ccncc2)c1	4%	-2%[53 µM]	-8%[53 µM]	11%	10%	4%	2%	2%
Cc1ccc(S(=O)(=O)n2cc(-c3ccccc3)c(N)n2)cc1	-1%	-1%	-15%	-5%	u	x	-7%	u
CCC(=O)Nc1ccc(NC(=O)CN2CCCC(C)C2)c(Cl)c1 (stereo unspecified)	-4%	-2%	5%	-3%	-3%	6%	7%	8%

Two entries drawn at random from the list so far:
SMILES	Tau fibril ThT	TR SRC2 fluor cs	TRb SRC2 PPI	Tau FP inhib	Tau fluor cs	L3MBTL1 inh	GLA spleen mod	ALDH1A1 block
CCC(=O)Nc1ccc(NC(=O)CN2CCCC(C)C2)c(Cl)c1 (stereo unspecified)	-4%	-2%	5%	-3%	-3%	6%	7%	8%
O=C(NCc1ccccc1)N1CCOCC1	-5%	-2%	-2%	-1%	-5%	16%	0%	x

Next part
SMILES	Tau fibril ThT	TR SRC2 fluor cs	TRb SRC2 PPI	Tau FP inhib	Tau fluor cs	L3MBTL1 inh	GLA spleen mod	ALDH1A1 block
N#C/C(=C\c1cccs1)c1nc2ccccc2[nH]1	u	-4%	4%	-7%	-5%	10%	2%	7%
O=C(C1Cc2ccccc2CN1S(=O)(=O)c1ccc(F)cc1)N1CCCCC1 (stereo unspecified)	-2%	0%	-4%	5%	2%	x	3%	7%
O=C(c1cccs1)N1CCCc2cc(NS(=O)(=O)c3ccc(F)cc3)ccc21	10%	0%	2%	-8%	-9%	x	x	x
CN1CCN(c2ccccc2NC(=O)c2cccc(OCc3ccccc3)c2)CC1	-14%	0%	7%	7%	-26%	-15%	13%	u
CC(C)C(NC(=O)c1ccc(C(C)(C)C)cc1)C(=O)NCCc1ccccn1 (stereo unspecified)	-5%	4%	-3%	-5%	-8%	11%	6%	u
COC(=O)CCC(=O)NNC(=O)c1cccc(Cl)c1	5%	1%	-8%	10%	5%	2%	7%	5%
CCOc1ccc(NC(=O)CC(c2ccccc2)c2ccc(F)cc2)cc1 (stereo unspecified)	-4%	-2%	7%	0%	-22%	9%	-7%	-5%
CC(C)CC(=O)Nc1nc2ccc(S(C)(=O)=O)cc2s1	-3%	-4%	1%	2%	2%	8%	-4%	u
CCN(CC)CCCNC(=O)CN1N=C(c2ccccc2)CCC1=O	-3%	-4%	5%	0%	-6%	x	x	x
Cc1cc2nc(Sc3c([N+](=O)[O-])nc(C)n3Cc3ccccc3)[nH]c2cc1C	2%	2%	12%	7%	2%	-10%	-3%	1.1µM*
CC(=N)C1=C(O)CC(C)(C)CC1=O	-6%	-1%	-8%	3%	1%	-10%	3%	u
Cc1ccc(NC(=O)Cn2nnc(-c3nc(-c4ccc(Cl)cc4)no3)c2N)cc1C	5%	-1%	1%	-17%	-6%	x	x	x
CCCC(=O)Nc1cccn(Cc2ccccc2Br)c1=O	-4%	0%	-2%	-1%	-3%	-1%	-3%	u
CC1CCN(CC(=O)NCCc2ccc(F)cc2)CC1	-8%	-1%[53 µM]	2%[53 µM]	-4%	-10%	8%	-9%	u
Cc1cc(NC(=O)CSc2nnc(-c3ccccc3)o2)no1	-13%	-1%	-3%	-8%	-6%	u	-7%	12%
CCN(CC)c1nc2nonc2nc1N(CC)CC	-6%	-1%	-15%	2%	0%	-27%[11.4 µM]	-12%	-5%
Cc1ccc2nc(COc3ccc(NC(=O)COc4ccccc4F)cc3)cc(=O)n2c1	u	0%	4%	5%	0%	x	x	x
Cc1ccc(OCCN(C)C)c([N+](=O)[O-])c1	10%	0%	-2%	3%	9%	0%	-9%	-1%
CCNC(=O)c1ccc(C23CC4CC(CC(C4)C2)C3)o1	-4%	-3%	9%	7%	4%	2%	-3%	6%
COc1ccc(C)cc1NC(=O)COC(=O)c1c(C)noc1C	-13%	-5%	4%	-3%	-11%	x	-6%	-1%
CCN(CC)C(=O)CN(c1cccc(Br)c1)S(C)(=O)=O	-6%	-1%	-2%	-4%	-12%	-3%	1%	8%
O=C(CSC1=Nc2ccccc2C2=NC(Cc3ccccc3)C(=O)N12)Nc1ccccc1C(F)(F)F (stereo unspecified)	-17%	-1%	-5%	-1%	-17%	x	x	x
O=C(NCc1ccc(F)cc1)c1ccc(CS(=O)(=O)c2ccc(Br)cc2)o1	7%	-1%	3%	4%	-5%	5%	0%	x
Cn1c(NC(=O)c2ccccc2F)c(-c2cccs2)c(=O)c2ccccc21	0%	0%	0%	-4%	4%	1%	3%	x
O=C(CCCCn1c(=O)c2ccccc2n(Cc2cccc(F)c2)c1=O)NCCc1ccccc1	-1%	u	-5%	-5%	-1%	x	x	x
CC(NC(=O)Nc1cccnc1)(C(F)(F)F)C(F)(F)F	-1%	-2%	-1%	4%	1%	x	-3%	15%
CC(C)c1ccc(N2C(=O)N(Cc3cccc([N+](=O)[O-])c3)c3ccccc3S2(=O)=O)cc1	16%	-1%	-2%	9%	-17%	x	x	x
CC(C)C[C@@H](CN(C)N=O)N(C[C@H](Cc1ccccc1)N(CCc1ccccc1)N=O)N=O	-14%	-2%	4%	7%	-14%	1%	4%	8.9µM*
Cc1nc2ccc(NC(=O)c3ccc(F)c(S(=O)(=O)N4CCOCC4)c3)cc2s1	-11%	3%	-5%	u	-16%	-10%	2%	u
COc1ccc(-c2csc(Nc3ccccc3)[n+]2CC(O)c2ccc([N+](=O)[O-])cc2)cc1 (stereo unspecified)	-14%	0%	6%	12%	u	-21%	-7%	-10%

The closing 2 records of the section before are carried over, then new ones follow:
SMILES	Tau fibril ThT	TR SRC2 fluor cs	TRb SRC2 PPI	Tau FP inhib	Tau fluor cs	L3MBTL1 inh	GLA spleen mod	ALDH1A1 block
Cc1nc2ccc(NC(=O)c3ccc(F)c(S(=O)(=O)N4CCOCC4)c3)cc2s1	-11%	3%	-5%	u	-16%	-10%	2%	u
COc1ccc(-c2csc(Nc3ccccc3)[n+]2CC(O)c2ccc([N+](=O)[O-])cc2)cc1 (stereo unspecified)	-14%	0%	6%	12%	u	-21%	-7%	-10%
COc1ccc(NCc2cc3cc4c(cc3n(CC(=O)Nc3ccccc3)c2=O)OCO4)cc1	u	-2%	0%	u	u	x	x	x
Cn1cccc1CNC1CCCC1	-4%	0%	3%	6%	0%	x	3%	2%
CCOc1ccccc1N1Cc2cc(C)c(C)cc2C1	u	2%	-3%	-2%	-8%	-7%	-2%	u
Cn1cc(/C=C2\SC(=O)N(c3ccc(O)cc3)C2=O)c2ccccc21	-20%	0%	2%	u	u	-4%	1%	x
COc1ccc(NC(=O)Nc2ccc3c(c2)N(C)C(=O)CS3)cc1Cl	u	0%	3%	u	6.3µM*[quencher]	-1%	9%	-9%
COc1ccc(NC(=O)CCCc2nnc3n(CCC(C)C)c(=O)c4sccc4n23)c(OC)c1	-5%	-1%	-1%	-4%	-13%	x	x	x
O=C1c2ccccc2C(=O)c2c(NCc3cccnc3)cccc21	u	x	x	1%	-24%	-21%	3%	7%
CCOc1ccc(C(=O)OCc2cc(=O)n3nc(C(C)C)sc3n2)cc1	-2%	-3%	-6%	-3%	-1%	x	x	x
CC1(C)Cc2cccc(OCC(=O)NCCOc3ccccc3)c2O1	-8%	-1%	-4%	6%	-13%	x	-2%	-1%
COc1ccc(O/C(=N\S(=O)(=O)c2ccccc2)c2ccccc2)cc1	4%	-4%	-5%	4%	2%	2%	-6%	3%
O=C1c2cccc3cccc(c23)C(=O)N1CCN1CCN(C(=S)Nc2ccc(F)cc2)CC1	8%	-1%[53 µM]	-3%[53 µM]	0%	2%	5%	-1%	0%
Cc1ccc(CCC2C3=C(CCCC3=O)OC3=C2C(=O)CCC3)cc1	-11%	1%	4%	5%	-12%	x	8%	-5%
Cc1ccccc1C(N)=O	x	-2%	-7%	x	x	x	13%	-4%
C/C(=N/Nc1nc(-c2ccc(Cl)cc2)cs1)c1cccs1	u	1%	4%	3%	u	x	7%	16µM*
CCCCS(=O)(=O)N1CCc2nc(COc3ccccc3)c3c(c2C1)CO[C@@H](C)C3	0%[11.5 µM]	-3%[11.2 µM]	3%[11.2 µM]	3%[11.6 µM]	2%[11.6 µM]	x	-2%[17.5 µM]	2%[13.5 µM]
CCOC(=O)/C(=C/c1ccccc1)NC(=O)c1ccco1	0%	-1%	10%	11%	-2%	-16%	-1%	-7%
Cc1ccc(NC(=O)Cn2cnc3c(oc4ccccc43)c2=O)cc1	u	0%	-1%	9%	u	x	x	x
COCCc1nnc(NC(=O)C(C)C)s1	-1%	1%	1%	4%	-6%	1%	-6%	x

Source: PubChem BioAssay (National Center for Advancing Translational Sciences (NCATS))
